# M. tuberculosis GlmU – inhibition of mycobacterial GlmU enzyme – biochemical, glucosamine-1-phosphate acetyltransferase (AID 1376); 0.25% of 220,000 active; M. tuberculosis GlmU acetyltransferase enzyme assay; higher % means a stronger effect; one-dose inhibition, %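 (tested at 30 µM in the primary screen)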; IC50 in µM for titrated hits; Bifunctional protein GlmU (Mycobacterium tuberculosis (strain ATCC 25618 / H37Rv)); in the data active = inhibition above about 13%; inconclusive = no clear call, values can overlap the other calls;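 also: 0% = complete reaction with vehicle and 100% = reaction without substrate; strong numbers were not always called active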
# Mtb RmlCD inh – M. tuberculosis RmlC/RmlD coupled enzyme inhibitors, primary screen, biochemical, compound mixtures, 384-well, from 1536-well plates | RmlC+RmlD coupled enzyme assay, percent inhibition; primary screen in compound mixtures | inhibition, % at 3.6 µM | 0.03% of 160,000 active; in the data active = inhibition mostly above about 34%, no sharp cut-off; inconclusive = no clear call, values can overlap the other calls; inactive = mostly below about 22%; also: some results filed as inactive read as strong as hits
# Target sequence (P9WH09 whole entry, looked up): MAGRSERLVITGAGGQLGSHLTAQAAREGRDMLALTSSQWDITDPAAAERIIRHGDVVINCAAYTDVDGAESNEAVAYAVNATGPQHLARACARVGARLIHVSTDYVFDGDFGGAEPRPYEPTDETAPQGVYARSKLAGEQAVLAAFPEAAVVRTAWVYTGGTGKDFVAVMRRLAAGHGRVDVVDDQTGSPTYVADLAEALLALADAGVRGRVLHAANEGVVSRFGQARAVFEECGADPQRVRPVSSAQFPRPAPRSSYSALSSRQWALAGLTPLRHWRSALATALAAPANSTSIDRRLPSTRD
# Target sequence (P9WH11 whole entry, looked up): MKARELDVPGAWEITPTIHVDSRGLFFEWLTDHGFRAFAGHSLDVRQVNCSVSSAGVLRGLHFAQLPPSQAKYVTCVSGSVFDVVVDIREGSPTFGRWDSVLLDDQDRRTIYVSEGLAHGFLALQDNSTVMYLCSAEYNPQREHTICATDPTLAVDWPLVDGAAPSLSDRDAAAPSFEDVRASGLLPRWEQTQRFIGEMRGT
# Numbers without * were called inactive; ? = inconclusive; . = not tested or not shown; & = joins results of further samples. This is a subset (hit frequency here may not be typical).
compound	M. tuberculosis GlmU	Mtb RmlCD inh
CCCCN(C(=O)CNC(=O)c1ccco1)C(C(=O)NC1CCCCC1)c1ccc(OC)cc1OC (stereo not given)	-3.2%	.
Cc1ccc(C(=O)O/N=C/c2ccc(N(C)C)cc2)cc1	0.2%	-14
COc1cccc(/C=N/N2CCN(c3ccccc3OC)CC2)c1	0.4%	-10
O=C(N/N=C1\CCCc2ccccc21)c1ccccc1Cl	0.7%	-10
C/C(=N\NC(=O)CN(c1ccccc1)S(C)(=O)=O)c1ccccc1O	1.7%	-1
CN(C1CCCCC1)S(=O)(=O)c1ccc(-n2cnnn2)cc1	1.2%	4
C=CCOc1nc(N(C)C)nc(N(C)C)n1	1.0%	-4
Cc1ccc(CN2CCN(Cc3ccc(O)cc3)CC2CCO)o1 (stereo not given)	-1.1%	.
COc1c(C(=O)NNC(=O)c2ccccc2Cl)csc1Br	1.7%	-10
O=C1N[C@@H](Cc2ccccc2)C(=O)N2[C@@H]1C[C@@]1(Br)c3ccccc3N(S(=O)(=O)c3ccccc3)[C@@H]21	3.3%	.
COCc1cc(/C=N\NC(=O)Cc2ccc(Cl)cc2)ccc1OC	9.7%	4
Cc1ccc2c(c1)c(CC(=O)Nc1ccc(C)c(F)c1)c(C(=O)O)n2C	1.5%	7
COc1cccc(C(=O)Cn2c(Br)nc3c2c(=O)n(C)c(=O)n3C)c1	4.2%	-3
O=C(c1ccco1)N1CCc2ccccc21	3.5%	2
O=C(NN1C(=O)C2C3c4ccccc4C(c4ccccc43)C2C1=O)c1ccc(Cl)cc1 (stereo not given)	0.3%	3
O=C(Nc1c2c(nc3ccccc13)CCCC2)c1ccccc1F	2.1%	.
Cc1ccc(OC2=NS(=O)(=O)c3ccccc32)cc1	3.1%	.
CCOC(=O)CSc1ccc2nnc(-c3ccncc3)n2n1	-2.1%	6
Clc1ccc(-c2csc3ncnc(Cl)c23)cc1	2.6%	6
CC(=O)N1CCN(c2nc3cc4c(cc3nc2NS(=O)(=O)c2ccccc2)OCCO4)CC1	5.3%&2.2%	2
Cc1cc(C(=O)Nc2ccc3[nH]ccc3c2)no1	0.1%	7
O=C(CSc1ncn[nH]1)NN(c1ccccc1)c1ccccc1	8.3%	-5
C/C(=C\C(=O)c1ccc(Cl)cc1)Nc1ccc(Br)cc1	-4.9%	.
COCCNC(=S)N/N=C1\CC(C)CC(C)(C)C1 (stereo not given)	5.3%	5
Cn1nc(C(=O)NCc2ccco2)c2ccccc2c1=O	-5.5%	9

# 2 compounds drawn at random from those above, as already listed:
compound	M. tuberculosis GlmU	Mtb RmlCD inh
COc1cccc(/C=N/N2CCN(c3ccccc3OC)CC2)c1	0.4%	-10
Cc1cc(C(=O)Nc2ccc3[nH]ccc3c2)no1	0.1%	7

# Next part:
compound	M. tuberculosis GlmU	Mtb RmlCD inh
O=S1(=O)CCC(N2CCOCC2)C1 (stereo not given)	-2.4%	2
CCn1c(=O)c(C(=O)NCc2ccc(OC)c(OC)c2)c(O)c2ccccc21	-6.6%	0
CC(=O)c1cccc(NC(=O)NNC(=O)c2ccc(Cl)cc2Cl)c1	-6.7%	.
CCC(c1ccccc1)c1nc(-c2ccccn2)no1 (stereo not given)	-0.9%	-7
Cc1nnc(SCc2ccc(F)cc2)s1	-0.2%	7
Cc1ccccc1CS(=O)(=O)Cc1ccc(C(=O)NCc2ccccn2)o1	-4.1%	.
CCN(C(=O)CSc1nc2nc(C)cc(C)n2n1)c1cccc(C)c1	5.8%	7
Cc1ccc(-n2cccc2/C=C2\C(=N)N3N=C(c4ccco4)SC3=NC2=O)cc1	2.6%	-15
COc1ccccc1-c1ccc(=O)n(CC(=O)NCC2CCCO2)n1 (stereo not given)	-8.0%	6
Cc1ccc(C(=O)NNC(=O)CCC(=O)Nc2cc(C)on2)cc1	-2.9%	8
O=C(/C=C\c1ccccc1)Nc1nccs1	-2.4%	.
Cc1ccc(-c2cc(C(=O)Nc3cc(C)ccc3C)[nH]n2)c(O)c1	5.7%	.
CC(C)OP(=O)(OC(C)C)C(Nc1ccccc1)c1ccc2c(c1)OCO2 (stereo not given)	-2.7%	21
Cc1cc(NC(=O)c2cc3ccccc3o2)cc(C)c1OCC(=O)N1CCOCC1	0.2%	.
O=C(CSc1ccc(-c2ccco2)nn1)NCc1ccc(F)cc1	-3.1%	-6
O=C(NCc1ccccn1)c1ccc(-c2ccccc2)cc1	3.2%	.
COc1cccc(C(=O)NC2=NCCS2)c1OC	1.0%	-9
O=C(C[n+]1ccc2ccccc2c1)c1ccc(NC(=O)c2ccccc2)cc1	-2.1%	-2
O=c1[nH]c(CN2CCN(Cc3ccc4c(c3)OCO4)CC2)nc2ccccc12	-0.1%	5
C=CCSC1=Nc2sccc2C2=NC(=O)CN12	.	17
Cc1c(Cl)c([N+](=O)[O-])nn1Cc1ccc(C(=O)N/N=C\c2cc(Cl)ccc2O)o1	2.8%	12
Cc1ccccc1NC(=S)N1CCCN(Cc2ccc(F)cc2)C1	1.4%	8
CCOC(=O)C1=C(C)NC(C)=C(C(=O)OCC)C1c1ccc(C)o1	3.6%	1
O=[N+]([O-])c1cccc(/C([O-])=C(/C(=S)Nc2ccccc2F)[n+]2ccccc2)c1	-2.7%	.
COc1ccc(/C=C2\SC(=S)N(CCCC(=O)NNC(=O)c3ccccc3O)C2=O)cc1	-0.2%	-5
CSc1ccc(CN2CCC(CO)(Cc3ccc(Cl)cc3)CC2)cc1	0.9%	.
CC[C@]12CCCN3CCc4c(n(c5ccccc45)C(=O)C1)C32 (stereo not given in full)	1.0%	-9
CC(=O)OCC(=O)Nc1cc(S(=O)(=O)N2CCCCCC2)ccc1Cl	7.4%	0
O=[N+]([O-])c1cc2c(cc1/C=N/n1c(-c3ccccc3)n[nH]c1=S)OCO2	3.0%	.
O=C(Nc1ccccc1N1CCOCC1)c1cccs1	0.8%	.
COc1ccc(C)cc1-n1c(SCC(=O)Nc2cc(C)on2)nc2ccccc2c1=O	-1.7%	-5
CC(C)C[C@@H]1NC(=O)[C@H](Cc2ccc(O)cc2)NC(=O)c2cc([N+](=O)[O-])cc(I)c2NCCC[C@@H](C(N)=O)NC1=O	0.4%	.
COC(=O)c1ccc(Cl)c(NC(=O)CSc2ncn[nH]2)c1	5.2%	-6
Cc1n[nH]c(C)c1NC(=O)c1cc([N+](=O)[O-])ccc1Cl	-1.7%	2
O=C(CNCCc1ccc(Cl)cc1Cl)NCc1ccco1	2.2%	-8
O=S(=O)(Cc1ccccc1)NCc1ccccn1	1.6%	-1
COc1cccc(NC(=O)C2(S(=O)(=O)c3ccc(Cl)cc3)CC2)c1	5.9%	-7
O=C(NN1C(=O)C2C3C=CC(C4CC34)C2C1=O)c1ccc(Cl)cc1 (stereo not given)	5.5%	.
Cc1cc(/C=N/NC(=O)c2cccs2)c(C)n1-c1cnccn1	2.8%	.
C/C(=C/c1ccccc1)C(=O)N1CC(C)OC(C)C1 (stereo not given)	7.1%	-31
S=C(Nc1ccccc1Cl)N(CCCN1CCOCC1)Cc1ccccn1	0.2%	3
C[C@@H]1Cc2c(O)c(O)cc(O)c2C(=O)O1	-3.0%	.
COc1ccccc1C(=O)NCC(=O)N/N=C/c1ccc([N+](=O)[O-])cc1	0.5%	-3
CCOC(=O)C1=C(c2ccccc2)NC(=O)NC1c1cc(Br)c(O)c(OC)c1 (stereo not given)	1.6%	-10
COc1ccc(NC(C)=O)cc1NC(=O)CCn1c(=O)sc2ccccc21	9.7%	.
CN1CCN(C(=O)CSc2nc(-c3ccncc3)ccc2C#N)CC1	2.2%	15
COCCn1c(C(C)C)nc2oc3ccccc3c(=O)c2c1=O	3.9%	18
CCOC(=O)c1sc2nc(CSc3ccccc3)nc(NCCN(C)C)c2c1C	-4.9%	2
Cc1ccc(C=Nc2ccccc2C(N)=O)cc1	-1.0%	.
Cc1ccc(S(=O)(=O)NCCC(=O)Nc2cccc(Cl)c2)cc1	-1.9%	.

# (continued)
compound	M. tuberculosis GlmU	Mtb RmlCD inh
O=C(Cc1c(O)c2ccccc2[nH]c1=O)NC1CCCCCC1	-2.6%	.
Cc1c(-c2ccnc3cc(C(=O)O)nn23)cnn1C	-4.8%	.
CC1CCCCN1C(=O)c1cc(-c2ccc(Cl)c(Cl)c2)on1 (stereo not given)	.	8
CCOc1nonc1C(=N)/C(C(C)=O)=C(\C)O	2.1%	-12
COc1cc(C2C(C#N)=C(N)OC3=C2C(=O)CC(C)(C)C3)c([N+](=O)[O-])cc1OC (stereo not given)	.	-7
CCSc1nnc(NC(=O)CSc2nc3c(c(=O)n2-c2ccccc2)SCC3)s1	-0.3%	7
Cc1ccc(N2CCN(C(=O)CNS(=O)(=O)c3ccc(Br)s3)CC2C)cc1 (stereo not given)	.	?
CC1(C)Cc2ccccc2-c2nnc(-c3ccccc3)n21	-4.2%	.
O=C(Oc1ccccc1C(=O)N1CCOCC1)c1ccc(Br)cc1	3.3%	6
COc1ccc(OC)c2[nH]c(=O)c(CCNC(=O)c3ccc(S(=O)(=O)N(C)C)cc3)cc12	.	83
c1ccc(-n2c(Cc3cn4ccsc4n3)nnc2N2CCOCC2)cc1	8.8%	0
O=C(Nc1cc(N2CCOCC2)ncn1)NC1(C(F)(F)F)Oc2ccccc2O1	5.7%	.
CN(CC1COc2ccccc2O1)C(=S)Nc1ccccc1F (stereo not given)	0.1%	7
O=c1c2cnn(-c3ccccc3)c2nc(-c2ccco2)n1-c1ccccc1	-7.2%	-6
Brc1ccc(-c2cn3nc4c(nc3n2)CCCC4)cc1	-4.2%	0
O=C(COc1ncnc2sccc12)N1CCN(c2ccccc2)CC1	1.8%	13
CN1C(=O)CSC1=NCC12CC3CC(CC(C3)C1)C2	-2.5%	14
COc1ccccc1CN1C(=S)SC(C)(C)C1NO (stereo not given)	6.7%	7
C/C(=N\O)C(=O)NCc1ccncc1	4.5%	10
Cc1ccccc1COc1ccc(/C=C(\C#N)C(N)=O)cc1	-1.3%	9
Nc1nc(Cl)cc(N2CCCC2)n1	1.0%	0
CCOC(=O)c1ccc(S(=O)(=O)N(CCO)Cc2cc3cc(OC)c(OC)cc3[nH]c2=O)cc1	-1.3%	-9
Cn1c(Sc2ccc(Br)cc2)c(C=O)c2ccccc21	-4.5%	.
CCC(=O)NC(c1ccc(OC)cc1)c1cc(Cl)c2cccnc2c1O (stereo not given)	2.0%	2
Clc1ccc(-c2nc(N3CCCCC3)nc3ccccc23)cc1	-4.4%	.

# Ordered by heavy-atom count (rising): part of the list above
compound	M. tuberculosis GlmU	Mtb RmlCD inh
CC1(C)Cc2ccccc2-c2nnc(-c3ccccc3)n21	-4.2%	.
O=C(Cc1c(O)c2ccccc2[nH]c1=O)NC1CCCCCC1	-2.6%	.
O=C(Oc1ccccc1C(=O)N1CCOCC1)c1ccc(Br)cc1	3.3%	6

# New compounds follow
compound	M. tuberculosis GlmU	Mtb RmlCD inh
Cc1cc(/C=C2/NC(=O)N(Cc3ccccc3F)C2=O)c(C)n1-c1ccccn1	2.7%	14
O=C1C=C(NCc2ccccc2)CCC1	0.9%	5
CCC(C(=O)Nc1ncccn1)(C(F)(F)F)C(F)(F)F	8.1%	7
CC(=O)N(C)C1(c2nnnn2CCOC(=O)Nc2ccc(Cl)cc2)CCCCC1	4.8%	.
Cc1ccc(NC(=O)c2ccc(Br)o2)cc1S(=O)(=O)N(C)C	-1.2%	.
c1csc(-c2nnc(Cc3cccc4ccccc34)o2)c1	-2.2%	.
CC1NC(=O)NC1CCCCCC(=O)Nc1ccc(F)c(Cl)c1 (stereo not given)	0.5%	5
CC(=O)c1c(C)n([O-])c2ccccc2[n+]1=O	-0.5%	.
O=[N+]([O-])c1ccc2c(c1)C(O)n1nc(-c3ccc(Cl)cc3Cl)nc1S2 (stereo not given)	-1.1%	.
CCCn1nc([N+](=O)[O-])c(C(C#N)c2nc3ccccc3o2)c(Cl)c1=O (stereo not given)	1.6%	22
COc1ccc(-c2cc(CS(=O)(=O)c3ccccc3)on2)cc1	-3.9%	-11
O=C(O)c1ccc(/C=N/N2CCN(Cc3cccc4ccccc34)CC2)cc1	-4.7%	4
Cc1ccc(N(CC(O)COCc2ccco2)S(=O)(=O)c2ccc(C)cc2)cc1 (stereo not given)	-0.7%	30
CC(C)CNC(=O)COc1ccc2c3c(c(=O)oc2c1)CCC3	11%	5
O=C(COC(=O)Cn1cnc2ccccc21)NCCC1=CCCCC1	3.9%	.
Cc1ccccc1OCc1nnc(SCC(=O)Nc2ccc3nc(SCC(=O)NC(C)(C)C)sc3c2)n1C	1.0%	14
CCN1CCCC1CNc1ncnc2c1[nH]c1ccc(F)cc12 (stereo not given)	-8.3%	-38
CCOc1ccccc1NC(=O)NC1CCN(CC(=O)Nc2ccc3c(c2)OCCO3)CC1	1.5%	.

# Entries of single compounds, looked up by structure.
# Profile of `CCN1CCCC1CNc1ncnc2c1[nH]c1ccc(F)cc12` (stereo not given) : M. tuberculosis GlmU = -8.3%; Mtb RmlCD inh = -38
# Profile of `O=[N+]([O-])c1ccc2c(c1)C(O)n1nc(-c3ccc(Cl)cc3Cl)nc1S2` (stereo not given) : M. tuberculosis GlmU = -1.1%; Mtb RmlCD inh = .

# Source: PubChem
